FAS-TE inh = FAS thioesterase (human) inhibition; recombinant FAS-TE, OMFH fluorogenic substrate, fluorescence endpoint; inhibition, % at 15 µM; 360,000 compounds, 0.67% hits;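 active = compounds whose normalised, plate-corrected inhibition of enzyme fluorescence in the single-dose primary screen is 50% or more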;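 also: 0% = DMSO with enzyme and 100% = substrate without enzyme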
Rin1 Abl inh = blocks binding of human Rin1 to Abl; P00519+Q13671; TR-FRET Rin1/Abl binding, biochemical; inhibition, % at 7.35 µM; 360,000 compounds, 0.4% hits; AID 588664; in the data active = inhibition above about 5%, passing the limit was not always enough
SKN-1 block = inhibitors of C. elegans SKN-1; 360,000 compounds, 0.49% hits; inhibition, % at 21.8 µM; AID 624304; C. elegans VP596 Pgst-4::GFP/RFP ratio, acrylamide-induced, 24 h;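 active = interference check ratio from 0.5 to 1.5 plus GFP to RFP signal ratio inhibition reaching or exceeding a fixed threshold, cut at about 30% in these data, passing the limit was not always enough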; also: some compounds called inactive have numbers as strong as hits
Neddylation inh = inhibitors of human cullin neddylation. P61081+Q13564. TR-FRET cullin neddylation, biochemical. calls only at 25 µM. 360,000 compounds, 0.58% hits. AID 651699; in the data active = inhibition above about 36%
CSN deneddyl inh = CSN deneddylation inhibition | Q92905 | Purified CSN, SCF-Nedd8-OG deneddylation, fluorescence polarization | inhibition, % at 12.5 µM | 360,000 compounds, 0.38% hits | AID 651999;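 active = pattern-corrected inhibition above about 35%, with an unprinted fluorescence ratio check between 0.5 and 1.5, limit read from the data, passing the limit was not always enough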;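 also: 0% = enzyme with substrate and 100% = substrate without enzyme; some results filed as inactive read as strong as hits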
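Assay system: purified human Csn5 enzyme expressed in HEK293T cells; Input: 0.24 nM Csn5 enzyme, final concentration; Reagent: 10 nM SCFSkp2-Nedd8OG; Compound dosing: 12.5 µM single point; Times: reaction 90 min, room temperature; Technique: fluorescence polarization readout.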
MT1-MMP act inh = MT1-MMP (human) activation inhibition. P50281. HT1080 RFP-PRO-GFP cells, GFP/RFP ratio fluorescence, overnight; percent of plate control window, DMSO zero. GFP/RFP ratio change, % at 20 µM. 360,000 compounds, 0.061% hits;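 active = GFP/RFP ratio change of at least 30% with cell ATP level not reduced by more than half and red fluorescence within 50% of control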; also: strong numbers were not always called active
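Test system: HT1080 cells expressing an RFP-PRO-GFP fluorescent reporter construct / Compound dosing: single-point 20 µM compound, 1% DMSO / Schedule: cells overnight before dosing, compound overnight, 37 °C, 5% CO2 / Evaluation: GFP/RFP fluorescence ratio / Control set: DMSO and RFP-L50D-GFP cell wells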
NadD inh = inhibitors of Staphylococcus aureus NadD. purified NadD enzyme, colorimetric absorbance read-out. 360,000 compounds, 0.78% hits. inhibition, % at 20 µM; in the data active = inhibition above about 26%; also: some compounds past the cut are filed as inactive
Rpn11 inh = blocks the human proteasome subunit Rpn11. O00487. human 26S proteasome, Ub4-pepOG fluorescence polarization; 20S core pre-blocked with epoxomicin. calls only at 20 µM. 360,000 compounds, 0.59% hits;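 active = inhibition at 20 µM, scaled to each plate's controls, above about 33%, limit read from the data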
PABP1 MLLE inh = inhibitors of microRNA-mediated deadenylation, human PABP1 MLLE binding | P11940 | GST-MLLE / FITC-PAM2 fluorescence polarization | inhibition, % at 20 µM | 360,000 compounds, 0.36% hits | AID 588489; in the data active = inhibition above about 35%, passing the limit was not always enough;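 also: plate controls were DMSO wells with GST-MLLE for no effect and wells lacking GST-MLLE protein for full effect; some results filed as inactive read as strong as hits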
* = called active by the depositor; i = inactive; nt = no result given.

| structure | Neddylation inh | CSN deneddyl inh | Rpn11 inh | NadD inh | SKN-1 block | MT1-MMP act inh | FAS-TE inh | PABP1 MLLE inh | Rin1 Abl inh |
| --- | --- | --- | --- | --- | --- | --- | --- | --- | --- |
| Cc1cccc(NNC(N)=S)c1C | i | 3 | i | 2 | -13 | 2 | -4 | -81 | -1 |
| COc1cccc(CN2CC(C(=O)NCc3cnn(C)c3)CCC2=O)c1 (centres undefined) | i | 0 | i | -2 | 1 | 0 | -4 | 12 | -2 |
| COc1cc(C2Nc3ccccc3NC3=C2C(=O)CC(C)(C)C3)cc(OC)c1OC(C)=O (centres undefined) | i | -1 | i | 0 | 13 | 1 | -3 | 2 | 0 |
| COC(=O)c1c(N2C(=O)CC(Sc3ccccc3C(=O)O)C2=O)sc2c1CCCC2 (centres undefined) | i | -4 | i | 1 | 10 | -1 | 0 | 27 | 0 |
| CCN(CC)C(=O)[C@H]1C[C@H](CC(=O)NCCN2CCOCC2)C(=O)N2CCc3c([nH]c4cc(CCC(=O)N(C)C)ccc34)[C@]12C | i | -3 | i | -1 | -3 | 1 | -9 | 2 | -4 |
| COc1ccc(OC)c(C2CC(=O)NC(SC)=C2C#N)c1 (centres undefined) | i | 4 | i | 2 | 7 | 6 | -6 | 2 | 1 |
| COc1ccccc1C(=O)N/C(=C/c1ccccc1)C(=O)Nc1ccc(C(=O)O)cc1 | i | -3 | i | 0 | 11 | -2 | -2 | -14 | -1 |
| CCOc1ccc(OCc2ccc(C(=O)N/N=C(\C)c3ccccn3)cc2)cc1 | i | -11 | i | 5 | 3 | 4 | 1 | -3 | 0 |
| COC(=O)CSc1nnc([C@H](CC(C)C)NC(=O)OC(C)(C)C)o1 | i | -2 | i | 3 | -6 | -1 | -6 | -5 | -5 |
| CCN(c1ccccc1)S(=O)(=O)c1ccc(NC(=O)C(C)(C)C)cc1 | i | 3 | i | -7 | -11 | 1 | 8 | 10 | -1 |
| COc1ccc(CNc2ncc(-c3ccc(F)cc3)n2C)cc1OC | i | -3 | i | -5 | 2 | 1 | -2 | 3 | -1 |
| COc1ccc(/C(O)=C2\C(=O)C(=O)N(Cc3ccco3)C2c2cc(OC)ccc2OC)cc1 (centres undefined) | i | 4 | i | 12 | 7 | 4 | -4 | 23 | 0 |
| COc1ccc(NC(=O)CN(C)C(=O)C2(c3ccccc3)CCCC2)cc1 | i | -4 | i | 0 | 15 | 0 | 1 | -15 | 2 |
| Cc1nn2c(=O)cc(CSc3ccccc3NC(=O)c3ccccc3F)nc2s1 | i | 3 | i | 0 | -9 | 3 | -3 | -3 | 3 |
| Cc1ccc(NP(=O)(c2ccc(N(C)C)cc2NC(=O)c2cccs2)N2CCOCC2)cc1 (centres undefined) | i | -8 | i | 3 | 9 | -7 | 19 | -1 | 1 |
| CC(=O)c1ccc(NC(=O)C(C)N(C)CC(=O)Nc2ccccc2Cl)cc1 (centres undefined) | i | 2 | i | -1 | -14 | 1 | -4 | 0 | -3 |
| COc1cc(NCCCn2ccc(NC(=O)OCc3ccccc3)nc2=O)cc(OC)c1OC | i | 7 | i | 0 | -15 | 3 | -6 | 11 | -1 |
| COc1ccc(S(=O)(=O)NC2CC2)cc1-n1cnnn1 | i | -8 | i | -4 | 8 | 2 | -5 | -11 | 0 |
| Cn1ccnc1SCC(=O)Nc1cccc(O)c1 | i | -1 | i | -4 | -15 | 0 | -9 | 3 | -4 |
| c1ccc(-c2noc(CN3CCN(c4cnccn4)CC3)n2)cc1 | i | 0 | i | -2 | 7 | 8 | 0 | -12 | 1 |
| COC(=O)/C(N=Nc1cccc(C(F)(F)F)c1)=C(\C)O | i | -8 | i | 2 | -1 | 4 | 1 | 10 | 1 |
| CC(Sc1nnc(C2CC2)n1C)C(=O)Nc1ccc(N2CCOCC2)cc1 (centres undefined) | i | -3 | i | 1 | -5 | -2 | -8 | 10 | 2 |
| COc1cccc(NC(=O)CSc2nc3c([nH]c4ccccc43)c(=O)n2C)c1 | i | -5 | i | 4 | 6 | 0 | -6 | 0 | 0 |
| COC(=O)c1ccc(/C=C/c2c(-c3ccc(OC)cc3)oc3ccc(N4CCOCC4)cc23)cc1 | nt | -4 | i | 12 | 1 | 2 | 26 | 5 | 4 |
| O=C(CSc1nnc(Nc2ccccc2F)s1)NC1CCCC1 | i | -4 | i | -2 | -1 | -2 | -4 | -6 | 3 |
| CC(=O)c1ccc(NC(=O)C(C)Sc2ccccn2)cc1 (centres undefined) | i | -4 | i | -2 | -9 | -5 | 2 | -25 | 0 |
| O=C(Nc1ccc2c(c1)oc1ccccc12)c1ccc(Br)o1 | i | 2 | i | 0 | -7 | 0 | 16 | 0 | -2 |
| Nc1ccc(N=Nc2ccc(N)cc2)cc1 | i | 6 | i | -1 | 10 | 15 | -2 | -44 | -11 |
| O=C(COC(=O)CN1C(=O)C2CCCCC2C1=O)Nc1ccc(S(=O)(=O)N2CCOCC2)cc1 (centres undefined) | i | -14 | i | -1 | 10 | 0 | -8 | 9 | 2 |
| CCOc1ccc(CCNC(=O)c2oc3c(c2C)-c2[nH]ncc2CC3)cc1OCC | i | 1 | i | -1 | 3 | 7 | -10 | 0 | -3 |
| Cc1ccc(-n2nc(C)c3c2OC(N)=C(C#N)C3c2ccco2)cc1 (centres undefined) | i | -1 | i | -2 | 3 | -3 | -5 | 21 | -1 |
| COCCCNC(=S)NNC(=O)c1cc(-c2ccncc2)nc2ccccc12 | i | 7 | i | 4 | 17 | 0 | 0 | -11 | -3 |
| CN(C)C(=O)c1cccc(COc2ccc(N3C(N)=NC(N)=NC3(C)C)cc2Cl)c1 | i | -1 | i | -4 | 7 | -6 | -8 | -5 | 0 |
| COc1ccc(/C(C)=N/NC2=NCCN2)cc1Cl | i | -3 | i | -7 | 8 | 7 | -60 | 0 | -2 |
| COc1ccc(C(=O)NC(C)CCc2ccccc2)c(OC)c1 (centres undefined) | i | 3 | i | -2 | 14 | 1 | 5 | -13 | 5 |
| CCN(CC(=O)Nc1cccc(C#N)c1)CC(=O)Nc1cccc(OC)c1 | i | -4 | i | -5 | -4 | 4 | 5 | -12 | 0 |
| Cc1ccc(C2=NN(CCC(=O)NC3CCCC3)C(=O)CC2)cc1 | i | -2 | i | -5 | -1 | 0 | -5 | 1 | -1 |
| COc1cc(/C=C2\SC(=Nc3ccc(Cl)c(C(=O)O)c3)NC2=O)c(Br)c(Br)c1O | i | 198* | nt | 70* | 25 | -36 | -18 | -127 | 1 |
| Cc1nnc(SCC(=O)Nc2ccc(S(=O)(=O)Nc3ccc(Cl)nn3)cc2)s1 | i | 10 | i | 0 | 22 | -1 | -5 | -7 | 2 |
| CCN1C(=O)NC(c2ccccc2)(c2ccccc2)C1=O | i | -4 | i | -6 | -12 | -1 | -9 | 1 | -1 |
| Cc1ccc(NC(=O)CCC(=O)N2CCC(C)CC2)c([N+](=O)[O-])c1 | i | -4 | i | -1 | -8 | 4 | -3 | -12 | -1 |
| CN1CCCN(C(c2ccccc2)c2ccc(Cl)cc2)CC1 (centres undefined) | i | -5 | i | -5 | -10 | -15 | -6 | 7 | 2 |
| CS(=O)(=O)N1CCc2cc(C(=O)Nc3ccc(Cl)cc3)ccc21 | i | -3 | i | -8 | -1 | 3 | 1 | 5 | 4 |
| CC(=O)N1CCC(N(CCN2CCOCC2)C(=O)Nc2ccc(Cl)c(Cl)c2)CC1 | i | -1 | i | -4 | -14 | 0 | -4 | 12 | 2 |
| CCOC(=O)N1CCC(N2CCN(S(=O)(=O)c3ccc(OC)cc3)CC2)CC1 | i | -7 | i | -2 | 4 | 2 | 1 | -9 | 0 |

Three compounds out of the list, sorted by formula weight, highest first.
| structure | Neddylation inh | CSN deneddyl inh | Rpn11 inh | NadD inh | SKN-1 block | MT1-MMP act inh | FAS-TE inh | PABP1 MLLE inh | Rin1 Abl inh |
| --- | --- | --- | --- | --- | --- | --- | --- | --- | --- |
| COc1cc(C2Nc3ccccc3NC3=C2C(=O)CC(C)(C)C3)cc(OC)c1OC(C)=O (centres undefined) | i | -1 | i | 0 | 13 | 1 | -3 | 2 | 0 |
| CC(Sc1nnc(C2CC2)n1C)C(=O)Nc1ccc(N2CCOCC2)cc1 (centres undefined) | i | -3 | i | 1 | -5 | -2 | -8 | 10 | 2 |
| COc1ccc(OC)c(C2CC(=O)NC(SC)=C2C#N)c1 (centres undefined) | i | 4 | i | 2 | 7 | 6 | -6 | 2 | 1 |

Continuation.
| structure | Neddylation inh | CSN deneddyl inh | Rpn11 inh | NadD inh | SKN-1 block | MT1-MMP act inh | FAS-TE inh | PABP1 MLLE inh | Rin1 Abl inh |
| --- | --- | --- | --- | --- | --- | --- | --- | --- | --- |
| CC(=O)c1cccc(NC(=S)NC(=O)Cc2ccc(Cl)cc2)c1 | i | 1 | i | -8 | 7 | 3 | 30 | 27 | 0 |
| COC(=O)CCCCC(=O)OC | i | 7 | i | 1 | -20 | 1 | -5 | 8 | 2 |
| CC1(C)Cc2c(sc3c2c(=N)n(Cc2ccco2)c(=O)n3Cc2ccc(F)cc2)CO1 | i | 6 | i | 9 | 7 | -8 | 18 | -35 | 3 |
| O=C(Nc1ccc(N2CCOCC2)cc1N1CCOCC1)c1cccs1 | i | 2 | i | 6 | -8 | 0 | -3 | -2 | 0 |
| COc1cc(O)c2c(c1)COC2=O | i | -12 | i | 1 | -2 | 4 | -5 | -12 | -2 |
| CCOc1ccc2nc(CN3CCN(Cc4ccccc4OCC)C(CCO)C3)ccc2c1 (centres undefined) | i | 3 | i | -2 | -13 | 0 | 0 | -5 | -2 |
| CCCC(=O)NC(=S)Nc1ccc(N2CCOCC2)c(Cl)c1 | i | 3 | i | 1 | 18 | 1 | 1 | 16 | 0 |
| Cn1c(CCn2ccccc2=O)nc2cc(NC(=O)COc3ccccc3)ccc21 | i | 3 | i | 10 | 1 | 1 | -5 | -4 | 4 |
| Cc1nc2cc(F)ccc2n1C1CCN(S(=O)(=O)c2ccccc2)CC1 | i | -6 | i | 0 | -4 | -7 | 13 | -1 | 1 |
| COCCCn1c(=S)[nH]c2sc3c(c2c1=O)CCCS3 | i | -1 | i | 2 | 0 | 1 | -3 | -61 | -3 |
| O=C(Cc1cccc2ccccc12)NNC(=O)Nc1ccc(Cl)cc1 | i | 1 | i | 1 | 22 | 1 | -1 | -4 | -3 |
| CCOC(=O)N1CCN(C(=O)CN(C)S(=O)(=O)c2ccc3c(c2)c(=O)n(C)c(=O)n3C)CC1 | i | 2 | i | -4 | -5 | 2 | -29 | 9 | 2 |
| COc1ccc(N2CCN(C(CNC(C)=O)c3ccc4c(c3)OCO4)CC2)cc1 (centres undefined) | i | 0 | i | -6 | 10 | 1 | -10 | -12 | 2 |
| CC(NC(=O)c1c(N)[nH]c(C(=O)c2ccccc2)c1-c1ccccc1Br)c1cccc2ccccc12 (centres undefined) | i | 5 | nt | 35* | 5 | -2 | 26 | nt | nt |
| OC(COC(c1ccc(F)cc1)c1ccc(F)cc1)CN1CCCC1 (centres undefined) | i | -2 | i | -9 | 8 | 3 | -5 | -4 | -2 |
| COC(=O)c1csc(-c2ccc(CO)o2)n1 | i | 0 | i | 5 | 12 | 3 | -1 | 5 | -1 |
| CCOC(=O)N1CCN(Cc2nc3c(c(=O)n(C)c(=O)n3C)n2Cc2ccccc2)CC1 | i | 2 | i | -1 | 9 | 0 | 4 | 5 | 0 |
| Cc1cccc(N(CC(=O)NCCc2ccccc2)C(=O)CCC(=O)Nc2ccccn2)c1C | i | 4 | i | -5 | -9 | 3 | -1 | -3 | 2 |
| CC(C)Cc1ccc(S(=O)(=O)N2CCN(c3ccccn3)CC2)cc1 | i | -7 | i | 0 | -4 | -4 | 4 | -1 | -2 |

Source: PubChem BioAssay (several laboratories)
